GDH-TPI counter = inhibits GDH-TPI coupling enzymes, artifact for Mtb FBA screen | inhibition, % at 4.8 µM | GDH-TPI coupled enzyme counterscreen, NADH absorbance | 360,000 tested, 1.2% active; in the data active means inhibition above about 30%;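 further: 0% = DMSO wells and 100% = wells lacking the enzyme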
PfHsp40 rescue = rescue of PfHsp40-mediated yeast toxicity. S. cerevisiae expressing PfHsp40, growth rescue, ATP luminescence. growth rescue, % at 12.5 µM. 340,000 tested, 0.68% active. AID 504582; in the data active means growth rescue above about 28%, passing the limit was not always enough;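 further: yeast W303a lacking pdr1 and pdr3 grown in galactose medium; growth measured after three days at 30 °C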
Vc quorum ag = induces V. cholerae light production without autoinducers; V. cholerae BH1578 lux reporter, luminescence, 6 h; AID 588436; activation, % at 18.7 µM; 350,000 tested, 0.16% active; in the data active means activation mostly above about 9.7%, no sharp cut-off; further: not every result past the cut was called active; inactives centre near 0; reference of the scale not given here
Yp Topo-I inh = blocks Yersinia pestis topoisomerase I activity; Y. pestis Topo-I cleavage product accumulation, plate reader; activity, % at 10 µM; 360,000 tested, 0.064% active; in the data active means activity above about 50%, passing the limit was not always enough; further: inactives centre near 2
BioA inh = BioA (M. tuberculosis) enzyme inhibition; purified M. tuberculosis BioA enzyme, plate reader; inhibition, % at 9.99 µM; 360,000 tested, 0.096% active; in the data active means inhibition above about 40%
TcdB GH inh = inhibitors of Clostridioides difficile toxin B glycohydrolase. inhibition, % at 9.99 µM. P18177. TcdB glycohydrolase enzymatic assay, plate reader. 350,000 tested, 0.24% active. AID 652162; in the data active means inhibition above about 10%
Target sequence (P18177 whole entry, looked up): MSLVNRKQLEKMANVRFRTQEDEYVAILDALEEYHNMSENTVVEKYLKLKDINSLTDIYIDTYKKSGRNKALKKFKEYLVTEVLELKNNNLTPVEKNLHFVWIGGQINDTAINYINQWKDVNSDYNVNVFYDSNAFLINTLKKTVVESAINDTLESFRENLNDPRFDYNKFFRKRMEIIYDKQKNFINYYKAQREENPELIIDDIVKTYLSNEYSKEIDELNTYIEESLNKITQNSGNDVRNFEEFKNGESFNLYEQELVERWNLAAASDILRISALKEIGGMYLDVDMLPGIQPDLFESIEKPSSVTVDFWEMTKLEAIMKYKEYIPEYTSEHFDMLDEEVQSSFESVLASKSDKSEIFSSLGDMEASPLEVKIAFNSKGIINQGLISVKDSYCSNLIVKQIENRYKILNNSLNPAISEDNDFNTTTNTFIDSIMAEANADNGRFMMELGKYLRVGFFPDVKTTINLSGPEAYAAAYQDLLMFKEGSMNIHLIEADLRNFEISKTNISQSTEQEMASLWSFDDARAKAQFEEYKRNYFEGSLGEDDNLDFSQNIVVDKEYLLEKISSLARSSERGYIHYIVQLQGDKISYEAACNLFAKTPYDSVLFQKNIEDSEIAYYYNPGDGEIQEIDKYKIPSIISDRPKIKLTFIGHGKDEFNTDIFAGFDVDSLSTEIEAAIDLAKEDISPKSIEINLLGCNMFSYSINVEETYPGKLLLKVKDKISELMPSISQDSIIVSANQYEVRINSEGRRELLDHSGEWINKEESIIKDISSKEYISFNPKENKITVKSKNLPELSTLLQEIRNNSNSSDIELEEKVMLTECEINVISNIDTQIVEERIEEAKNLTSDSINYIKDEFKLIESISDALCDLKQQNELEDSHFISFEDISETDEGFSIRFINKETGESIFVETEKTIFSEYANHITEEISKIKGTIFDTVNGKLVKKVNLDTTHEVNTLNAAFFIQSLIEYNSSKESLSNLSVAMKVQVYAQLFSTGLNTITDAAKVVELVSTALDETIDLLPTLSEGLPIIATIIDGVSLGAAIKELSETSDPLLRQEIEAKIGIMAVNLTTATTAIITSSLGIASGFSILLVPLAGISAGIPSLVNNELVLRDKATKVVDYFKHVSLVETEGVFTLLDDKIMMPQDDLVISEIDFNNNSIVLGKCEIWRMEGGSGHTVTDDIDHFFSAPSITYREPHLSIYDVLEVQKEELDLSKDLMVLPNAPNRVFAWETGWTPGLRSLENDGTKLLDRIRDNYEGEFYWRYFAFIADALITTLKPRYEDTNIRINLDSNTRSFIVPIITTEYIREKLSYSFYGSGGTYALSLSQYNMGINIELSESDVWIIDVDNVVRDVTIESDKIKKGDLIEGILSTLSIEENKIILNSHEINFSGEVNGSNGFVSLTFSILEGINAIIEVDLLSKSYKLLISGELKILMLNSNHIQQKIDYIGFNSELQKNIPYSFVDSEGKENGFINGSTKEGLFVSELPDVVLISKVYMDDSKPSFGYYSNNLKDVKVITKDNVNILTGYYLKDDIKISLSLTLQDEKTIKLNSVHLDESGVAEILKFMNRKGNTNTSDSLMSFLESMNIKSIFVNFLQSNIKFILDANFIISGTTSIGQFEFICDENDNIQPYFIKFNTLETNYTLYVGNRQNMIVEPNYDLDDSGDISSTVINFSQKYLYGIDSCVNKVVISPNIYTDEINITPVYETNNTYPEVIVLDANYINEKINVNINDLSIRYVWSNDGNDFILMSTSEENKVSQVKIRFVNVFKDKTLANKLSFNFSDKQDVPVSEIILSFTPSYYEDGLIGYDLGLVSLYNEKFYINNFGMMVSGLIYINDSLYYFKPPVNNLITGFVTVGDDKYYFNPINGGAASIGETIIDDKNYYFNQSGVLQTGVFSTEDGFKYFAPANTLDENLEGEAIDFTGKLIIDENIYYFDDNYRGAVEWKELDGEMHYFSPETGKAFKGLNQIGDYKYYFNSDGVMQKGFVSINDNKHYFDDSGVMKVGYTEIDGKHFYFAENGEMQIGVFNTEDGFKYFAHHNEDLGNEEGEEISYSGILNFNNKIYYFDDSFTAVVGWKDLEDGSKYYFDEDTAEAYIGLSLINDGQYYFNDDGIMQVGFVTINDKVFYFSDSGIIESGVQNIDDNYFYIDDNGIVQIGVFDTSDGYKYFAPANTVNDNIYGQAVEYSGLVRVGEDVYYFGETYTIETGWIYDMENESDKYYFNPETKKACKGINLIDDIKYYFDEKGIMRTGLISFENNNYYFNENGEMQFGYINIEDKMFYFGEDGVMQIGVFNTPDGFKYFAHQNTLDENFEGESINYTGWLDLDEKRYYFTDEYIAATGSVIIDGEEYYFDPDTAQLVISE
FadD28 binding = blocks FadD28 binding to the bisubstrate probe; fluorescence polarization; inhibition, % at 12.5 µM; 360,000 tested, 0.22% active; AID 588549; in the data active means inhibition above about 8.5%, passing the limit was not always enough
FBA Mtb inh = inhibits M. tuberculosis FBA enzyme | 360,000 tested, 2.3% active | purified M. tuberculosis FBA, fluorescence read-out | P9WQA3 | inhibition, % at 1 µM; in the data active means inhibition above about 27%;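 further: 0% = vehicle and 100% = reference inhibitor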
Mtb UGM inh = Mtb UDP-galactopyranose mutase inhibition. P9WIQ1. purified UGM, fluorescence polarization probe displacement. inhibition, % at 10 µM. 320,000 tested, 0.06% active. AID 504406; in the data active means inhibition above about 10%, passing the limit was not always enough
* = called active by the depositor; i = inactive; . = no result given; & = joins results of further samples. The order is random (roughly 4.6% active in at least one column).

SMILES	GDH-TPI counter	PfHsp40 rescue	Vc quorum ag	Yp Topo-I inh	BioA inh	TcdB GH inh	FadD28 binding	FBA Mtb inh	Mtb UGM inh
Nc1nc(Nc2ccccc2F)nc(NC2CCCCC2)c1[N+](=O)[O-]	5	2.6	i	16	-0.9	5.8	.	-3	1.9
COC(=O)[C@]1(C)N[C@H](CN(C)C(=O)c2ccc(F)cc2)[C@@H]2C(=O)N(C)C(=O)[C@@H]21	5	-1.8	i	2	-2.2	1.1	-2.2	2	.
COC(=O)C(C)Oc1cc(C)cc2oc(=O)c3c(c12)CCCC3 (configuration not stated)	-4	3.4	-8.3	10	1.7	.	-5.7	57*	-0.8
CCCOc1ccc(N2C(=O)CC(N3CC=C(c4ccccc4)CC3)C2=O)cc1 (configuration not stated)	6	4.8	-0.4	15	0.0	1.1	-2.8	-1	0.9
O=C(Cn1c(=O)ccn(Cc2ccccc2)c1=O)Nc1cccc(S(=O)(=O)N2CCOCC2)c1	7	-0.7	i	15	.	1.4	-1.1	0	.
CC1CCCN(C(=O)c2sc3cc([N+](=O)[O-])ccc3c2Cl)C1 (configuration not stated)	13	-2.3	-1.4	15	2.5	.	0.8	-2	.
O=C1NC[C@H](Cc2ccccc2)N(C[C@H]2CCCN2C[C@H](Cc2ccccc2)N2C[C@H](Cc3ccc(O)cc3)N(CC3CCCCCC3)C(=O)C2=O)C1=O	-1	0.1	i	26	0.1	2.7	-9.1	-3	.
O=C(Cc1ccccc1F)Nc1ccc(SC(F)F)cc1	-3	2.3	-0.1	0	.	1.7	-1.3	1	2.4
Cc1cc(NC(=O)CSc2ncccc2C(=O)O)no1	-11	0.9	0.0	4	0.4	0.0	-2.5	0	0.2
O=C(C1=NNCC1c1ccc(Cl)cc1)C1CO1 (configuration not stated)	19	-1.8	1.9	7	2.0	1.0	0.9	0	.
C/C(=N/NS(=O)(=O)c1ccccc1)c1ccc(NC(=O)C2CC2)cc1	14	-1.1	-0.2	-10	-5.4	0.5	2.3	2	0.5
Cn1c(=O)n(CCc2ccccc2)c(=O)c2c1nc1n2CCCN1c1ccccc1	4	1.0	i	-2	0.5	0.5	-3.9	-2	-5.0
COC(=O)c1ccc2c(=O)n(CCCCCC(=O)O)c(=O)[nH]c2c1	-2	0.9	i	-1	.	1.7	-4.6	18	-0.1
O=C(CNC(=O)c1ccccc1F)NCc1ccncc1	-7	-1.2	-8.4	0	.	0.2	-3.0	1	1.1
Cc1ccccc1-n1cc(CNC(=O)CC2C(=O)NCCN2C/C=C/c2ccccc2)cn1 (configuration not stated)	-1	-0.9	-0.3	28	0.3	-0.1	-3.8	2	2.2

Given as labelled records: 4 of the compounds above.
O=C(C1=NNCC1c1ccc(Cl)cc1)C1CO1 (configuration not stated)
  GDH-TPI counter = 19
  PfHsp40 rescue = -1.8
  Vc quorum ag = 1.9
  Yp Topo-I inh = 7
  BioA inh = 2.0
  TcdB GH inh = 1.0
  FadD28 binding = 0.9
  FBA Mtb inh = 0
  Mtb UGM inh = .

C/C(=N/NS(=O)(=O)c1ccccc1)c1ccc(NC(=O)C2CC2)cc1
  GDH-TPI counter = 14
  PfHsp40 rescue = -1.1
  Vc quorum ag = -0.2
  Yp Topo-I inh = -10
  BioA inh = -5.4
  TcdB GH inh = 0.5
  FadD28 binding = 2.3
  FBA Mtb inh = 2
  Mtb UGM inh = 0.5

Cn1c(=O)n(CCc2ccccc2)c(=O)c2c1nc1n2CCCN1c1ccccc1
  GDH-TPI counter = 4
  PfHsp40 rescue = 1.0
  Vc quorum ag = i
  Yp Topo-I inh = -2
  BioA inh = 0.5
  TcdB GH inh = 0.5
  FadD28 binding = -3.9
  FBA Mtb inh = -2
  Mtb UGM inh = -5.0

COC(=O)c1ccc2c(=O)n(CCCCCC(=O)O)c(=O)[nH]c2c1
  GDH-TPI counter = -2
  PfHsp40 rescue = 0.9
  Vc quorum ag = i
  Yp Topo-I inh = -1
  BioA inh = .
  TcdB GH inh = 1.7
  FadD28 binding = -4.6
  FBA Mtb inh = 18
  Mtb UGM inh = -0.1

New compounds follow
SMILES	GDH-TPI counter	PfHsp40 rescue	Vc quorum ag	Yp Topo-I inh	BioA inh	TcdB GH inh	FadD28 binding	FBA Mtb inh	Mtb UGM inh
Cc1cccc[n+]1CC(=O)c1ccc([N+](=O)[O-])cc1	3	-1.7	2.1	11	-0.9	-1.7	-0.9	1	.
C[C@H](CO)N1C[C@H](C)[C@H](CN(C)S(=O)(=O)c2ccc3ccccc3c2)OCc2cnnn2CCCC1=O	12	.	i	36	0.1&1.0&0.0	1.1&-1.7&-0.6	-1.0	1	.
COCCNC(=S)N/N=C/c1ccc(OCc2ccc(C(=O)OC)cc2)cc1	20	-0.1	-0.3	-3	.	0.2	-0.6	-2	-1.7
C=CCOc1c(Br)cc(C2C3=C(CCCC3=O)N(C)C3=C2C(=O)CCC3)cc1OCC	14	-1.6	3.3	10	.	4.1	-4.8	58*	1.7
O=C(Nc1ccc(Cl)cc1)Nc1ccccc1Sc1ncc([N+](=O)[O-])s1	9	0.0	i	-25	-0.9	0.1	-1.1	-5	-0.6
CC(=O)c1ccc(OCCn2c(SCC(=O)O)nc3ccccc32)cc1	-1	-1.0	-0.6	-1	3.6	0.8	-2.2	0	0.3
CCC(=O)N(Cc1cc2c(C)cc(C)cc2[nH]c1=O)C1CCCCC1	-3	0.6	.	15	0.0	.	-0.9	2	-1.0
COc1ccc(/C=N/NC(=O)c2cccc([N+](=O)[O-])c2)cc1OS(=O)(=O)c1ccc(C)cc1	16	1.1	i	-4	3.7	.	3.1	-1	0.3
Nc1nnc(-c2ccncc2)s1	9	0.1	i	7	-0.3	.	1.0	52*	0.5
O=c1[nH]c(N2CCc3ccccc3C2)nc2c1CCC2	7	0.2	3.6	5	0.7	.	-1.6	1	-1.1
Cc1cc(C)cc(OC(C)C(=O)Nc2ccc3c(c2)n(C)c(=O)n3C)c1 (configuration not stated)	6	-0.6	i	5	0.0	-0.5	-1.8	-1	1.3
COc1ccccc1S(=O)(=O)N(C)C[C@@H]1OCc2cnnn2CCCC(=O)N([C@@H](C)CO)C[C@@H]1C	-5	.	i	0	-0.3&-0.2	-2.7&0.7	-4.2	-1	.
O=C1CC(CSc2ccc(Cl)cc2)=NN1	0	1.2	-0.4	0	-0.9	0.4	1.7	1	-1.1
COc1ccc(CCNC(=O)c2ccnc(C(C)(C)C)c2)cc1OC	3	-1.0	-0.6	-12	.	0.2	-1.6	2	-0.1
COc1cc(CNc2ncnc3c2ncn3[C@H]2CN(Cc3cccc(C(F)(F)F)c3)C[C@@H](COC(C)=O)O2)cc(OC)c1OC	7	.	i	21	-2.9	-0.5	-0.6	2	.
CN1C(=O)N(S(=O)(=O)c2ccc(F)c(F)c2F)C(=O)C1(C)C	11	-0.3	-0.4	-5	-0.4	.	-4.3	1	0.2
CCN(CC)C(=O)CSc1nnc(-c2cc3ccccc3cc2O)n1CC	15	-0.5	i	11	7.5	.	1.0	2	1.1
Cc1ccc([N+](=O)[O-])c(OCCCN2CCC(Cc3ccccc3)CC2)c1	17	-0.7	-4.7	19	-2.7	3.0	-0.1	2	3.1
Nc1c(-c2cccc(Cl)c2)cnc2c(-c3ccccc3)cnn12	-5	-0.4	i	3	-0.3	1.9	0.1	7	2.4
CCOC(=O)N1CCC(=NNC(=O)c2ccccc2F)CC1	-1	-1.7	-0.2	-5	.	.	-1.2	1	3.7
COc1ccc(OC)c(S(=O)(=O)NCC(=O)O)c1	0	-0.3	-0.3	-10	3.9	3.4	-1.9	0	0.4
CC1(c2ccc3c(c2)OCCCO3)NC(=O)N(CC(=O)Nc2cccc(C#N)c2)C1=O (configuration not stated)	-3	-0.8	-0.3	-5	0.7	-0.1	-4.0	-1	-1.2
COc1ccc(N(CC(=O)NCCSCc2ccc(Cl)cc2)S(C)(=O)=O)cc1Cl	1	0.8	1.6	0	0.0	-1.1	-1.8	1	-0.8
COc1cc(C(=O)N(Cc2cccnc2)Cc2cc3cc4c(cc3[nH]c2=O)OCCO4)cc(OC)c1OC	17	0.0	-0.4	4	0.4	.	-2.3	28*	1.8
C/C(=N\NC(=O)c1ccc(N)cc1)C1CC1	8	-1.1	i	2	-0.4	0.9	1.8	2	-1.8
Cc1ccc(C(=O)Nc2scc(-c3ccccc3)c2C(=O)O)cc1	4	119*	i	2	4.2	12*	1.8	7	2.3
O=C(O)CC(NS(=O)(=O)c1ccc2c(c1)OCCO2)c1ccccc1[N+](=O)[O-] (configuration not stated)	1	-0.4	i	4	-1.5	0.6	0.4	-2	4.2
Cc1cccc(CCNC(=O)CCc2nc(-c3ccccc3F)no2)c1	-11	0.3	-0.6	20	-0.3	.	-5.5	10	-1.8
Cc1ccsc1/C=N/Nc1ccc(F)cc1F	5	5.2	i	-16	.	-1.1	-3.6	1	-0.5
CN(C)CCN1C(=O)C(=O)/C(=C(/O)c2ccc3c(c2)OCCO3)C1c1ccccn1 (configuration not stated)	12	-0.9	-0.5	-1	.	0.5	0.7	0	-1.6
Cc1cccc(-n2nc(C(=O)Nc3ccccc3)n3c(=O)cc(-c4ccccc4)nc23)c1	7	1.5	i	4	-1.1	.	-0.2	1	-1.2
CCCCCCCCNC(=O)CCNC(=O)c1ccc(C(C)(C)C)cc1	7	47*	1.8	2	-1.4	-9.1	-3.0	-1	-0.1
O=S(=O)(CC(O)(c1ccccc1)c1ccccc1)CC(O)(c1ccccc1)c1ccccc1	14	-1.0	1.2	29	.	1.0	-1.2	1	.
CC(NS(=O)(=O)c1ccc(Cl)c(Cl)c1)C(=O)OCC(=O)N1CCCCCC1 (configuration not stated)	-4	-1.5	i	12	1.1	0.3	-2.0	2	3.6
CC(=O)Nc1ccc(C(=O)OCC(=O)c2ccc(C)c([N+](=O)[O-])c2)cc1	0	3.0	-3.2	-11	0.5	.	0.1	-1	-1.8
CCOc1cc(C#N)ccc1OCC(=O)NNC(=O)CC1CCS(=O)(=O)C1 (configuration not stated)	-4	.	-0.7	-8	.	1.3	-2.6	-1	.
COc1ccc(C(=O)CN2CCN(c3ncccn3)CC2)cc1	1	-0.7	-0.4	9	2.1	0.5	0.6	1	0.8
CC1CC(=O)N(CCc2ccccc2)C(=O)C1	9	0.0	i	4	-2.1	8.5	-2.1	1	.
COc1ccc(Cc2nnc(NC(=O)c3cc(OC)c(OC)c(OC)c3)s2)cc1OC	8	0.4	-0.7	6	-1.3	0.0	-4.7	2	1.3

Rewritten comma-delimited: six of the compounds above
Molecule,GDH-TPI counter,PfHsp40 rescue,Vc quorum ag,Yp Topo-I inh,BioA inh,TcdB GH inh,FadD28 binding,FBA Mtb inh,Mtb UGM inh
CCCCCCCCNC(=O)CCNC(=O)c1ccc(C(C)(C)C)cc1,7,47*,1.8,2,-1.4,-9.1,-3.0,-1,-0.1
O=S(=O)(CC(O)(c1ccccc1)c1ccccc1)CC(O)(c1ccccc1)c1ccccc1,14,-1.0,1.2,29,.,1.0,-1.2,1,.
CC(NS(=O)(=O)c1ccc(Cl)c(Cl)c1)C(=O)OCC(=O)N1CCCCCC1 (configuration not stated),-4,-1.5,i,12,1.1,0.3,-2.0,2,3.6
CC(=O)Nc1ccc(C(=O)OCC(=O)c2ccc(C)c([N+](=O)[O-])c2)cc1,0,3.0,-3.2,-11,0.5,.,0.1,-1,-1.8
CCOc1cc(C#N)ccc1OCC(=O)NNC(=O)CC1CCS(=O)(=O)C1 (configuration not stated),-4,.,-0.7,-8,.,1.3,-2.6,-1,.
COc1ccc(C(=O)CN2CCN(c3ncccn3)CC2)cc1,1,-0.7,-0.4,9,2.1,0.5,0.6,1,0.8

Source: PubChem BioAssay
